Pol beta inh – inhibitors of human DNA polymerase beta; P06746; Pol beta primer extension/strand displacement, fluorescence kinetic; Potency, µM (highest dose often 114 µM), for the others: at the top dose activity change, negative = inhibition, usual class: inhibitors; 1.3% of 340,000 active; note: % is set by controls: 0 for no effect and ±100 for the full control effect
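Preincubation: enzyme (10 nM) with compound, 15 min, RT. Reaction: substrate added to 50 nM final. Reads: 0 and 10 min. Analysis: normalized, Hill fit.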
POLH inh – inhibitors of human DNA polymerase eta. Q9Y253. recombinant Pol eta, fluorescent DNA replication assay. Potency, µM (top dose mostly 114 µM), inactives show top-dose activity change, negative = inhibition, most hits filed as inhibitors. 1.2% of 390,000 active. AID 588591; note: % is set by controls: 0 for no effect and ±100 for the full control effect
Target sequence (Q9Y253 whole entry, looked up): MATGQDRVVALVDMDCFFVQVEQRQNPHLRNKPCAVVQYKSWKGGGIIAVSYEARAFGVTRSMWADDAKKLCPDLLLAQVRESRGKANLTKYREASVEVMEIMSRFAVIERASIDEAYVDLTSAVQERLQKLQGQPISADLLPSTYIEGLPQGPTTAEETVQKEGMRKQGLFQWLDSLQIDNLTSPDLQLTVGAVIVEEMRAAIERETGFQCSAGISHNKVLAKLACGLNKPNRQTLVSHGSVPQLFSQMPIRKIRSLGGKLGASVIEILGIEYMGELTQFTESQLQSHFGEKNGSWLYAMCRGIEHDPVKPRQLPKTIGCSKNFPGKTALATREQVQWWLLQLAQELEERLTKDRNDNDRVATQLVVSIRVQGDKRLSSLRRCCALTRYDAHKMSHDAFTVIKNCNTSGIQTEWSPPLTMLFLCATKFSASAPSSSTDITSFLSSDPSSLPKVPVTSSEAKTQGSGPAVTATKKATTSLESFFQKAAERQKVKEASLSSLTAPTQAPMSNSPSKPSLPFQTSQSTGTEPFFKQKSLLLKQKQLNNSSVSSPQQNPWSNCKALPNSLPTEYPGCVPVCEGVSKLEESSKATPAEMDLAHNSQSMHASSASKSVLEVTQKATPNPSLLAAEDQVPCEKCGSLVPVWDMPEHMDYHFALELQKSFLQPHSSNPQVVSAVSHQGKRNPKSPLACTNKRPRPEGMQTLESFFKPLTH
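Pol eta at 10 nM preincubated with compounds 15 min at room temperature; reaction started with fluorescent substrate (50 nM final) and read kinetically at 0 and 10 min.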
G9a inh – inhibitors of human histone lysine methyltransferase G9a; Q96KQ7; G9a H3K9 monomethylation, AlphaScreen, 2 h; Potency, µM (highest dose often 102 µM), for inactives: at the top dose activity, negative = inhibition, most hits filed as inhibitors; 8.8% of 350,000 active; note: % is set by controls: 0 for no effect and ±100 for the full control effect; nearly all actives have a fitted effect of over 75% in size
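Using a bead-based AlphaScreen, monomethylated H3K9 product from 2 h room-temperature reactions (G9a 20 nM, peptide 500 nM, SAM 20 uM) was detected with 0.5 ug/mL rabbit anti-H3K9me1 antibody.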
APEX1 inh – blocks human APE1 abasic DNA cleavage | P27695 | recombinant APE1, TAMRA/BHQ-2 abasic DNA cleavage fluorescence | Potency, µM (top dose mostly 65.8 µM), without a hit: at the highest dose activity change, negative = inhibition, actives largely listed as inhibitors | 0.35% of 350,000 active | AID 2517;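 note: plate controls were vehicle for no effect and reference inhibitor for full effect; nearly all actives have a fitted effect of over 55% in size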
Target sequence (P27695 whole entry, looked up): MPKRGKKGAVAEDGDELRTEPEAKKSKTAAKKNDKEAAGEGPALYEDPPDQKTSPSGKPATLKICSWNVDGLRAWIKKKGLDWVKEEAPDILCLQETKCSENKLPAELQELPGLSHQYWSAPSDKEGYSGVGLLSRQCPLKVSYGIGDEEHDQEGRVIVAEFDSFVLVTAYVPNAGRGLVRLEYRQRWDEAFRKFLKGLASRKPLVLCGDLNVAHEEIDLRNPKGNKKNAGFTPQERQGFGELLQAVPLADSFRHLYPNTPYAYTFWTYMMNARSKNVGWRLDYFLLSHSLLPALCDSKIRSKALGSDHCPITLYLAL
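Substrate: short duplex with […] THF abasic site, 5'-TAMRA and 3'-BHQ-2, 50 nM final. APE1 at 0.75 nM, preincubated 15 min RT with compound. Fluorescence increase from first to third read measured activity.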
POLI inh – inhibitors of human DNA polymerase iota; Q9UNA4; Pol iota fluorescent replication assay, 10 min; Potency, µM (titrated, usually from 115 µM), inactives show at the top dose activity, negative = inhibition, usual class: inhibitors; 1% of 390,000 active; AID 588590
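Fluorescent replication assay read twice, at 0 min and 10 min after adding 50 nM (final) substrate. Enzyme (10 nM) and compounds were first incubated 15 min at room temperature; enzyme-free buffer wells were negative controls.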
BAZ2B inh – BAZ2B (human) inhibition; AlphaScreen BAZ2B-H3K14Ac peptide displacement; 4.4% of 360,000 active; Potency, µM (titrated, usually from 114 µM), for inactives: at the top dose activity change, negative = inhibition, usual class: inhibitors; note: % is set by controls: 0 for no effect and ±100 for the full control effect; nearly all actives have a fitted effect of over 60% in size
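BAZ2B 50 nM plus b-H3(5-23)K14Ac 50 nM, PBS pH 7.4/0.01% Tween-20, 30 min RT; compound added (max 110 uM), 30 min RT; streptavidin donor/Ni-chelate acceptor beads 10 ug/mL final, 20 min dark; AlphaScreen read.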
BLM inh – Bloom syndrome helicase (human) inhibition. recombinant BLM DNA unwinding, fluorescence dequenching. Potency, µM (highest dose often 56.1 µM), for inactives: at the top dose activity change, negative = inhibition, usual class: inhibitors. 0.2% of 350,000 active;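 note: plate controls were vehicle for no effect and no enzyme for full effect; nearly all actives have a fitted effect of over 35% in size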
Apoferritin bind – candidate novel general anesthetic via apoferritin binding | P02791 | apoferritin/1-aminoanthracene competitive binding, fluorescence | Potency, µM (highest dose often 77.5 µM), for the others: at the highest dose activity change, negative = displacement, hits mostly inhibitors | 0.074% of 350,000 active | AID 485281; note: % is set by controls: 0 for no effect and ±100 for the full control effect; nearly all actives have a fitted effect of over 20% in size
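Concentration-response curves derived by four-parameter Hill fitting of normalized fluorescence, where compounds displaced 1-AMA from 10 uM horse apoferritin following a brief 10 min room-temperature incubation; propofol titration acted as positive control.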
POLK inh – blocks human DNA polymerase kappa activity; 0.53% of 400,000 active; Potency, µM (doses to about 107 µM), without a hit: at the highest dose activity, negative = inhibition, most hits filed as inhibitors; purified Pol kappa, fluorescent DNA synthesis assay, 10 min; note: % is set by controls: 0 for no effect and ±100 for the full control effect
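Kinetic fluorescence screen: compound preincubated 15 min RT with 10 nM enzyme; 50 nM substrate (final) initiates; reads at 0/10 min.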
An asterisk follows results filed as active; u = inconclusive; x = no result given; & = joins results of further samples; [ ] = remark or other dose. Calls come from the whole dose curve; as a rule, active = well fitted curve in the direction sought with a large enough effect; inconclusive = small, poorly fitted or top-dose-only effect, or another doubt; inactive = no such curve, though single readings can be large; an effect the other way counts as inactive or inconclusive. Potency is the fitted concentration of half-maximal effect. This is a subset; the hit share may differ from the screen's.

Order of values – Pol beta inh	POLH inh	G9a inh	APEX1 inh	POLI inh	BAZ2B inh	BLM inh	Apoferritin bind	POLK inh
O=C(O)C(Cc1ccccc1)N=Cc1c(O)c2ccccc2oc1=O (stereo unspecified)
 : 22.6%	2.5%	-29.9%	5.8%	26.3%	-16.6%	-6.8%	-3.9%	-11.7%
O=C(CCc1nc2ccccc2s1)OCc1ccccc1F
 : -18.3%[57.1 µM]	-12.7%	141.1%[activator]	-8.5%	-3.5%	163.4%[activator]	-2.1%	u	-15.9%
CSc1nc(Oc2ccc(=O)n(C)n2)nc(N(C)C)n1
 : 13.3%	4.9%	43.0%[0.501 µM]	3.9%	-8.2%	u	-2.3%	-8.9%	-10.1%
CC(=O)Oc1ccc(-c2cccc(C(=O)OCC(=O)Nc3ccccc3Oc3ccccc3)c2)cc1
 : 7.8%	-9.8%	23.2%[59 µM]	5.1%	48.2%[activator]	-3.5%	0.0%	-9.0%	-5.9%
CCOC(=O)CNC(=O)CN1C(=O)CCSc2ccccc21
 : -1.0%	-8.3%	-3.9%[59 µM]	-1.3%	22.4%	-2.0%	1.2%	-6.6%	1.7%
CNC(=S)N1N=C(c2ccc(C)cc2)CC1c1ccc(OC)c(OC)c1 (stereo unspecified)
 : -26.5%	-12.1%	u	7.7%	77.9%[activator]	u	-0.1%	-15.5%	-12.3%
OCl
 : x	x	24.5%[59 µM]	1.4%	x	x	4.0%	x	-3.9%[60.1 µM]
Cc1ccccc1NCCC(=O)Nc1ccc(F)cc1
 : 1.5%	-1.4%	-45.2%	60.0%	-5.8%	-29.3%	0.2%	-10.7%	1.6%
Cc1cccc2cc(CNCC3CCCO3)c(Cl)nc12 (stereo unspecified)
 : -14.6%	3.5%	7.4%[12.7 µM]	-2.6%	42.1%[activator]	-8.2%	-12.3%	-8.7%	-15.4%
COc1ccc(C(=O)COC(=O)CNC(=O)c2cccs2)cc1Br
 : -4.3%	1.9%	-15.0%	-3.4%	15.6%	7.3%	-3.5%	-7.9%	-21.4%
O=C(Nc1cc(S(=O)(=O)N2CCOCC2)ccc1Cl)c1cc([N+](=O)[O-])ccc1Cl
 : x	-21.0%	x	2.4%	16.5%	x	x	x	6.4%
C/C(=N/OCO/N=C(/C)c1ccc(F)cc1)c1ccc(F)cc1
 : 0.7%	-17.2%	120.8%[activator][59 µM]	2.5%	21.9%	23.1%	-3.2%	1.5%	0.0%
C[C@H](NS(=O)(=O)c1ccc(F)cc1)C(=O)OCC(=O)c1c(N)n(C)c(=O)n(C)c1=O
 : x	5.8%	x	-3.3%	26.0%	x	x	x	-7.1%
Clc1cccc(N2CCN(Cc3nc(-c4ccccc4)no3)CC2)c1
 : -3.4%	-21.8%	18.0%[59 µM]	-7.1%	-15.5%	35.7%	-7.8%	-4.0%	-7.4%
CCOc1cccc(-c2nnc3sc(-c4cc(OC)c(OC)cc4OC)nn23)c1
 : 13.8%	x	-2.6%[59 µM]	-3.0%	x	1.1%	-1.4%	-10.6%	x
COc1ccc(Cn2c(C)c(C)c(C#N)c2NC(=O)Nc2ccc(Cl)cc2)cc1
 : 10.7%	-6.5%	13.9%[59 µM]	-10.1%	16.8%	-6.6%	-2.3%	-12.9%	5.1%
CCCOC(=O)Nc1ccc(N2CCCCC2)cc1
 : 1.1%	2.6%	8.91µM*	0.9%	-0.5%	70.8µM*	-7.1%	u	-14.6%
Cc1ccc(-n2nc(CO)c(C(=O)NCC(c3ccccc3)c3ccccc3)n2)cc1
 : 10.9%	-11.5%	3.0%[59 µM]	x	1.8%	2.8%	1.6%	-2.6%	1.5%
COc1ccc(-c2cn(Cc3ccc4ccccc4c3)nn2)cc1
 : -7.9%	-11.4%	u	19.2%	32.0%[activator]	-4.5%	-1.0%	-0.3%	-1.5%&-2.1%
Cc1ccc(CC(=O)Nc2cccc(C#N)c2)cc1
 : -15.3%	-8.8%	39.6%	1.7%	-0.3%	-5.9%	-0.5%	-22.6%	-13.5%

(listing goes on)
Order of values – Pol beta inh	POLH inh	G9a inh	APEX1 inh	POLI inh	BAZ2B inh	BLM inh	Apoferritin bind	POLK inh
Cc1ccccc1OCc1nc2c3cnn(C)c3ncn2n1
 : 9.5%	-8.8%	6.0%[59 µM]	10.4%	29.1%	8.1%	0.5%	5.6%	-2.7%
O=C(CSc1nc(-c2ccco2)cc(C(F)(F)F)n1)N1CCSCC1
 : -4.2%	-14.9%	u	-0.1%	-15.5%	-6.2%	-0.3%	-7.4%	-2.8%
C=C1CCC(N(O)c2cc(C)on2)C(=C)CCC2C1CC2(C)C (stereo unspecified)
 : x	-5.5%	-0.8%[0.501 µM]	8.4%	-21.4%	-1.2%	x	x	-7.3%
O=C(Nc1sc2c(c1C(=O)O)CCCC2)c1ccc(F)cc1
 : 16.1%	-19.2%	0.7%[59 µM]	25.3%	28.3%	-3.3%	-2.9%	-9.4%	-6.6%
CC(=O)Nc1ccc(C(=O)N/N=C/C2CC3C=CC2C3)cc1 (stereo unspecified)
 : 29.1%	-12.7%	17.0%	-1.7%	23.6%	-14.6%	-1.7%	-2.4%	6.6%
O=C(N/N=C/c1ccccn1)c1ccc(NC(=O)c2ccccc2Cl)cc1
 : -19.9%	-1.4%	3.3%	6.8%	27.6%	-3.3%	-3.0%	-2.3%	-14.9%
Cc1cc(=O)oc(C)c1C(=O)N1CCc2c([nH]c3ccccc23)C1C(C)C (stereo unspecified)
 : 0.3%	-2.1%	-26.2%	-1.9%	6.1%	-5.0%	0.9%	-2.9%	-5.5%
Cc1ccc(OCC(=O)Nc2ccc3c(c2)OCO3)cc1C
 : 11.8%	-11.9%	x	9.4%	0.0%	-11.3%	-12.2%	-14.4%	-1.1%
COc1ccc(NC(=O)Cn2nnc3sc4c(c3c2=O)CCCC4)cc1
 : -26.3%	-1.5%	-38.4%[59 µM]	x	-5.4%	-12.0%	-0.1%	-14.5%	-20.7%
COCC(C)NC(=S)NCCc1ccc(Cl)cc1Cl (stereo unspecified)
 : -29.7%	-11.3%	-11.7%[59 µM]	3.8%	33.5%[activator]	-14.9%	-3.4%	-17.2%	6.2%
O=C(Cn1cc2c(n1)CCCC2)N1CCCC1
 : 1.3%	-13.0%	18.8%	-1.8%	8.9%	10.9%	0.2%	0.3%	-5.2%
CCOc1ccc(N(C(C)C(=O)N/N=C(\C)c2cccc(NC(=O)c3ccccc3)c2)S(C)(=O)=O)cc1 (stereo unspecified)
 : u	-18.6%	2.9%	-8.8%	-10.8%	5.9%[57.1 µM]	-12.8%	-9.3%	-10.6%
O=C1COc2ccc(C(=O)COC(=O)Cc3ccc(F)cc3)cc2N1
 : x	-1.4%	-18.3%	2.7%	u	4.5%	x	x	5.6%
CC(NC(=O)c1ccc(Cl)s1)C1CCCO1 (stereo unspecified)
 : 27.0%	4.4%	11.4%[12.7 µM]	0.2%	13.9%	5.9%	0.6%	-9.4%	-2.5%
CCOC(=O)C1CCCN(C(=O)c2ccc3nc(-c4ccc(OC)c(OC)c4)c(-c4ccc(OC)c(OC)c4)nc3c2)C1 (stereo unspecified)
 : 2.1%	-10.8%	-2.9%[0.501 µM]	-17.2%	-1.7%	5.3%	-7.4%	2.3%	-9.7%
O=C(O)c1ccc(N=NN2CCCC2)cc1
 : 18.7%	-9.4%	35.5µM*	10.7%	14.0%	-13.1%	-4.2%	-3.8%	1.7%
O=C(O)c1cc(N/N=C/c2ccc(N3CCOCC3)cc2)ccc1Cl
 : u	50.1µM*	-137.8%[59 µM]	u	u	u	0.2%	3.2%	u
O=C(NCc1ccc(F)cc1)c1cnc(N2CCOCC2)c2ccccc12
 : -3.8%	-8.1%	4.8%[59 µM]	x	18.8%	11.1%	-0.1%	5.2%	-13.0%[60.1 µM]
CC(C)OC(=O)CSc1nnc2c(n1)[nH]c1ccc(F)cc12
 : 39.5%	3.7%	-42.4%	-9.3%	11.0%	-11.1%	-6.4%	3.2%	16.6%
Cc1occc1C(=O)Nc1cccc(S(=O)(=O)N2CCOCC2)c1
 : x	-7.4%	x	26.3%	22.8%	x	x	x	7.8%

Whole records from above. Values in the order: Pol beta inh	POLH inh	G9a inh	APEX1 inh	POLI inh	BAZ2B inh	BLM inh	Apoferritin bind	POLK inh
Record of `O=C(Nc1sc2c(c1C(=O)O)CCCC2)c1ccc(F)cc1` → 16.1%	-19.2%	0.7%[59 µM]	25.3%	28.3%	-3.3%	-2.9%	-9.4%	-6.6%
Record of `COCC(C)NC(=S)NCCc1ccc(Cl)cc1Cl` (stereo unspecified) → -29.7%	-11.3%	-11.7%[59 µM]	3.8%	33.5%[activator]	-14.9%	-3.4%	-17.2%	6.2%
Record of `O=C(Cn1cc2c(n1)CCCC2)N1CCCC1` → 1.3%	-13.0%	18.8%	-1.8%	8.9%	10.9%	0.2%	0.3%	-5.2%

Part of the list above, with each value named.
CC(=O)Nc1ccc(C(=O)N/N=C/C2CC3C=CC2C3)cc1 (stereo unspecified)
  Pol beta inh: 29.1%
  POLH inh: -12.7%
  G9a inh: 17.0%
  APEX1 inh: -1.7%
  POLI inh: 23.6%
  BAZ2B inh: -14.6%
  BLM inh: -1.7%
  Apoferritin bind: -2.4%
  POLK inh: 6.6%
CC(NC(=O)c1ccc(Cl)s1)C1CCCO1 (stereo unspecified)
  Pol beta inh: 27.0%
  POLH inh: 4.4%
  G9a inh: 11.4%[12.7 µM]
  APEX1 inh: 0.2%
  POLI inh: 13.9%
  BAZ2B inh: 5.9%
  BLM inh: 0.6%
  Apoferritin bind: -9.4%
  POLK inh: -2.5%

(more compounds)
Order of values – Pol beta inh	POLH inh	G9a inh	APEX1 inh	POLI inh	BAZ2B inh	BLM inh	Apoferritin bind	POLK inh
CCN(CC)S(=O)(=O)c1ccc(NC(=O)c2ccc(CN3CCOCC3)cc2)cc1
 : -1.8%	6.1%	-17.9%[59 µM]	-1.0%	10.3%	-15.0%	0.3%	u	-9.0%
O=C(COC(=O)CNC(=O)c1ccccc1F)NCC(F)(F)F
 : 2.8%	-14.7%	-1.2%	3.6%	31.1%[activator]	-12.1%	-2.1%	-4.8%	-7.2%
Cc1c(C(=O)NCCN2CCCC(O)C2)oc2c(F)cccc12 (stereo unspecified)
 : -15.9%	-0.7%	77.7%[activator]	34.6%	-21.9%	3.3%	-5.8%	-8.1%	2.5%
CCN(CC(=O)Nc1ccc(OC)cc1)C(=O)CN1C(=O)NC(C)(c2ccc3ccccc3c2)C1=O (stereo unspecified)
 : -1.4%	-3.3%	10.7%	8.9%	9.7%	-22.9%	-3.2%	-19.9%	6.7%

Source: PubChem (National Center for Advancing Translational Sciences (NCATS))
